MPTP inh: inhibitors of mitochondrial permeability transition pore; isolated mouse mitochondria, Ca2+ swelling absorbance, 30 min; inhibition, % at 10 µM; 360,000 compounds, 1.4% hits; AID 602449;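 active = inhibition of 50% or more, scaled per plate between neutral and stimulator controls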;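 also: 0% = DMSO wells given calcium and 100% = 1 mM EGTA wells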
Numbers without * were called inactive.

MPTP inh | compound
-0.6 | COc1ccc(-c2nn(-c3ccccc3)cc2CNC[C@H]2O[C@@H](n3cnc4c(=O)[nH]c(N)nc43)[C@H](O)[C@@H]2O)cc1
-1.9 | COc1ccc(-c2ccc(CN3C(C)C(=O)N(Cc4cn(CCC5OCCCO5)nn4)CCS3(=O)=O)cc2)cc1 (stereo unspecified)
0.5 | c1ccc2c(c1)oc1c(-c3cccc4nccn34)cccc12
2.8 | OC(c1cccc(Cl)c1)c1nc(-c2ccc3c(c2)OCO3)cs1 (stereo unspecified)
0.0 | CC1(C(=O)NS(=O)(=O)c2cccc(F)c2)CCN1C(=O)c1cccc2ccccc12 (stereo unspecified)
-0.8 | Cc1ccc(C)c(S(=O)(=O)Nc2ccc(C(=O)NCCCN(C)C)cc2)c1
-0.7 | Cc1noc(C)c1C(=O)N1CCC1(C)C(=O)NS(=O)(=O)c1ccc(C#N)cc1 (stereo unspecified)
-0.9 | CC1(C(=O)NS(=O)(=O)c2ccccc2Cl)CCN1C(=O)CC(c1ccccc1)c1ccccc1 (stereo unspecified)
0.7 | C[C@@H]1CN([C@H](C)CO)C(=O)c2cc(C#CC(C)(C)O)cnc2O[C@@H]1CN(C)C(=O)C1CC1
-0.3 | CC(C)NC(=O)Nc1ccc2c(c1)C(=O)N([C@H](C)CO)C[C@H](C)[C@@H](CN(C)Cc1ccc(C(F)(F)F)cc1)OCCCC[C@@H](C)O2
0.8 | CC(C)c1ccc(NC(=O)C2Cc3c(-c4ccc(Cl)cc4)ccnc3O2)cc1 (stereo unspecified)
0.6 | Cc1cccc(C)c1NC(=O)C1(C)CN(S(C)(=O)=O)CC(=O)N1CCc1ccc(O)cc1 (stereo unspecified)
0.4 | COc1ccc(CCNC(=O)c2cc3cc(Cl)ccc3nc2N)cc1OC
1.7 | Cc1nc(N)sc1-c1csc(Nc2cc(N(C)C)ccc2Cl)n1
4.9 | Cc1ccc(Cc2nc3ccccc3n2C(CCc2ccccc2)c2nc3ccccc3[nH]2)cc1 (stereo unspecified)
0.3 | O=C(NCCO)c1ccc(-c2ccc3nncn3c2)cc1
4.4 | CCCCn1nnnc1C(c1cc2ccccc2o1)N(C)Cc1ccc(Cl)c(Cl)c1 (stereo unspecified)
-1.8 | COc1cc(CN2C[C@@H](CO)O[C@@H](n3cnc4c(NC5CCC5)ncnc43)C2)cc(OC)c1OC
-0.7 | CCNC(=S)Nc1ccc2c(c1)c(=O)n(C)n2Cc1cccc(C(F)(F)F)c1
0.1 | CCCCN(CCCC)Cc1cc(=O)oc2cc(C)cc(C)c12
3.3 | COc1ccc(-n2nnnc2C(c2cccs2)N2CCN(C/C=C/c3ccccc3)CC2)cc1 (stereo unspecified)
3.6 | COc1cccc(-c2cnc(C(O)c3cc(F)cc(Cl)c3)[nH]2)c1 (stereo unspecified)
-2.5 | CC1(C(=O)NS(=O)(=O)C2CC2)CCCN(C(=O)c2c(F)cccc2F)C1 (stereo unspecified)
-0.1 | CC1=C(C(=O)N2CCOCC2)CC(CC(=O)NCCCN(C)C)C(=O)N1Cc1ccc(F)cc1 (stereo unspecified)
1.5 | CC(c1nc2ccccc2[nH]1)N(C(=O)C1=NNC(=O)CC1)c1ccccc1 (stereo unspecified)
0.1 | CC1(C(=O)O)CCCN1C(=O)c1cc2ccccc2s1 (stereo unspecified)
-1.2 | CCCC[C@@H]1Cc2[nH][nH]c(=O)c2[C@@H](c2ccc(Cl)cc2)O1
-0.3 | CCC(=O)N1CCC1(C)C(=O)Nc1ccc2nc(C)ccc2c1 (stereo unspecified)
0.7 | C=CCN(CC=C)C(=O)C1c2ccccc2Oc2ccccc21
0.1 | CC1(C(=O)NCc2ccc(C(F)(F)F)cc2)CCN1Cc1ccc(-c2ccccc2)o1 (stereo unspecified)
0.9 | COc1ccccc1Cc1c(-c2ccc(C#N)cc2)nc2c3ccccc3ccn12
-0.1 | CC1CCCC(NC(=O)c2cccc(S(=O)(=O)N3CCOCC3)c2)C1C (stereo unspecified)
0.3 | CC1(C(=O)NCc2cccc3ccccc23)CCN1Cc1ccc(-c2ccccc2)o1 (stereo unspecified)
0.7 | FC(F)(F)c1ccc(-c2cccc3c2C2CC3CCN2C(=S)NCCc2ccccc2)cc1 (stereo unspecified)
-0.4 | C[C@@H]1CN([C@@H](C)CO)C(=O)CCCn2nncc2CO[C@H]1CN(C)S(=O)(=O)c1ccc2c(c1)OCCCO2
2.1 | Cc1cc2nc(-c3ccc(F)cc3)c(CC(C)(C)C)n2c(C)c1Br
-1.5 | Cc1ccc([C@H]2C[C@H](O)[C@@H](n3cc(COC(=O)c4ccccc4)nn3)CN2C(=O)c2cccs2)cc1
-1.2 | CCCCCCCCCCC(C(=O)O)C1(C(=O)O)CCC(=O)O1 (stereo unspecified)
0.4 | O=C(CN1CCN(S(=O)(=O)c2ccc3c(c2)OCCCO3)CC1)N1CCc2ccccc21
-2.2 | COCCNC(=O)C1(C)CCCN(Cc2cc(-c3ccccc3)on2)C1 (stereo unspecified)

4 records drawn at random from those above:
MPTP inh | compound
0.3 | CC1(C(=O)NCc2cccc3ccccc23)CCN1Cc1ccc(-c2ccccc2)o1 (stereo unspecified)
2.1 | Cc1cc2nc(-c3ccc(F)cc3)c(CC(C)(C)C)n2c(C)c1Br
-0.4 | C[C@@H]1CN([C@@H](C)CO)C(=O)CCCn2nncc2CO[C@H]1CN(C)S(=O)(=O)c1ccc2c(c1)OCCCO2
-1.5 | Cc1ccc([C@H]2C[C@H](O)[C@@H](n3cc(COC(=O)c4ccccc4)nn3)CN2C(=O)c2cccs2)cc1

More compounds
MPTP inh | compound
-0.7 | CC1(C(=O)Nc2ccc3c(c2)OCCO3)CSCC(=O)N1CCc1ccccc1F (stereo unspecified)
1.2 | COc1ccc(/C=C2\SC(=Nc3ccccc3Cl)NC2=O)c(OC)c1
0.5 | COC(=O)c1ccc(CNC(=O)COC(=O)/C=C/c2cccc(OC)c2)cc1
-0.5 | C=C1C(=O)[C@]23C[C@H]1CC[C@H]2[C@]1(C)[C@@H](OC(C)=O)CC[C@@](C)(C(=O)O)[C@H]1C[C@@H]3OC(C)=O
-0.9 | Cc1noc(C)c1C(=O)OC(C)C(=O)c1c[nH]c2ccccc12 (stereo unspecified)
-1.1 | CCOC(=O)c1ccc(S(=O)(=O)N2CCC(N3CCCCCC3)CC2)cc1
-0.1 | C[C@H](CO)N1C[C@H](C)[C@@H](CN(C)Cc2cccc(C(=O)O)c2)Oc2cc(Br)ccc2S1(=O)=O
-1.9 | CC(=O)Nc1cc(-c2ccccc2CN(C)C)cn2c(-c3ccc(C(C)=O)cc3)cnc12
-0.7 | COc1cccc(NC(=O)C2(C)CCN2CC2CCCCC2)c1 (stereo unspecified)
-1.1 | CCCNC(=O)C1(C)CCCN(Cc2cccs2)C1 (stereo unspecified)
0.6 | CC(=O)NCCNc1nc2cc(-c3cccc(C(F)(F)F)c3)sc2c(=O)n1C
-0.8 | Cc1cccc(S(=O)(=O)N(C)C[C@H]2OCc3cn(nn3)CCCC(=O)N([C@@H](C)CO)C[C@@H]2C)c1
-0.7 | Cc1ccc(S(=O)(=O)N2C[C@H]3C(=O)C[C@@H](c4ccccc4)N(S(=O)(=O)c4ccc(C)cc4)[C@H]3C[C@H]2c2cccs2)cc1
-2.0 | CCCCCCCCN1C(=O)[C@H](CC(=O)NCCCOCCCC)C[C@@]2(C(=O)OC)CCCCC=C12
0.9 | O=C(Nc1ccc(F)c(Cl)c1)C1Cc2c(-c3ccc4c(c3)OCO4)ccnc2O1 (stereo unspecified)
-0.7 | CCOC(=O)c1ccc(NC(=O)c2ncn3c2C(=O)NC[C@H]3C)cc1
0.1 | COc1cc2cc(C(=O)NC(C)c3cccc4ccccc34)c(N)nc2cc1OC (stereo unspecified)
-0.9 | CCN(C)c1cc2c(c3c1ccn3C)C1CCC2C1 (stereo unspecified)
-0.6 | CN(C)c1ccc2c(=O)c3ccccc3oc2n1
0.9 | CN(CC(=O)Nc1cccc(F)c1)C(=O)c1cccc(S(=O)(=O)N2CCN(Cc3ccccc3)CC2)c1
-0.7 | O=C(NCC1CC1)c1cccs1
0.5 | O=C(COc1ccc(Cl)cc1Cl)NC1CC1
1.2 | CC1(C(=O)N2Cc3ccccc3C2)CCN1C(=O)C1(c2ccccc2)CC1 (stereo unspecified)
1.1 | CCCCN1C(=O)C(CC(=O)NCCCCc2ccccc2)CC(C(=O)N(C(C)C)C(C)C)=C1C (stereo unspecified)
1.6 | Cn1c(=O)c2cc(NC(=S)NC3CCCCC3)ccc2n1Cc1ccc(Cl)cc1
-0.9 | CN1OC[C@@H]2CN[C@H](c3ccc(-c4ccc(C#N)cc4)cc3)C[C@@H]21
-0.2 | O=[N+]([O-])c1ccc(N2CCCC2)c([N+](=O)[O-])c1
0.8 | Cc1c2cnn(CC(=O)N3CCOCC3)c(=O)c2c(C)n1Cc1ccc(F)cc1
-0.6 | O=C1CC(=O)OC(c2ccc([N+](=O)[O-])cc2)O1
1.2 | CCCNC(=O)C1(C)CCCN(C(=O)c2ccc(F)c(Cl)c2)C1 (stereo unspecified)
-1.0 | CN(CC(=O)C(C(N)=O)c1ccccc1)c1ccccc1 (stereo unspecified)
-1.8 | C[C@H]1CN([C@@H](C)CO)C(=O)c2cc(Br)cnc2O[C@@H]1CN(C)C(=O)c1ccncc1
0.7 | CCOC1=C2CN(S(=O)(=O)c3ccc(C)cc3)C(c3ccccc3)CC2N(S(=O)(=O)c2ccccc2Cl)C(c2ccccc2)C1 (stereo unspecified)
0.1 | CCN(CC)c1ncnc2c1ncn2[C@H]1CN(CCOC)C[C@@H](CO)O1
-0.1 | COc1ccc2oc3cc(Cl)ccc3c(=O)c2c1
2.8 | O=[N+]([O-])c1ccc(F)c(CN2CCN(c3ncc(Cc4ccccc4)cn3)CC2)c1
0.1 | Cc1ccc(Nc2n[nH]c(=S)s2)cc1
4.6 | COc1ccccc1Cc1c(-c2cccc(Cl)c2)nc2c(C)cc(Br)cn12
0.0 | CC(C)(C)c1ccc(CC(=O)N2CCC2(C)C(=O)NS(=O)(=O)c2cccc(F)c2)cc1 (stereo unspecified)
-0.1 | CCN(CC)C(=O)C1=C(C)N(Cc2ccc(OC)cc2)C(=O)C(CC(=O)NC2CC2)C1 (stereo unspecified)
0.4 | CC(=O)OCCN1c2ccccc2Sc2cnccc21
-1.8 | C=CCOc1ccc(C[C@H](N)C(=O)NC[C@H]2O[C@@H](n3ccc(N)nc3=O)[C@H](O)[C@@H]2O)cc1
-0.5 | COc1ccc(-c2cc(C(=O)NCc3cccc(C(F)(F)F)c3)[nH]n2)c(C)c1
0.5 | COc1ccc(OC)c(C(O)c2ncc(-c3ccc(C(F)(F)F)cc3)[nH]2)c1 (stereo unspecified)
-0.2 | CCN(CC(=O)Nc1ccc(NC(C)=O)cc1)C(=O)c1ccc(Sc2nncn2C)c([N+](=O)[O-])c1
-0.6 | Cc1ccccc1S(=O)(=O)NC(=O)C1(C)CCN1C(=O)c1cccc2ccccc12 (stereo unspecified)
-1.0 | Cc1cn([C@H]2C[C@H](O)[C@@H](CNCc3ccccc3)O2)c(=O)[nH]c1=O
0.3 | OC(c1ccccc1)c1nc(-c2cc(F)cc(F)c2)cs1 (stereo unspecified)
-0.7 | CC(C)C(=O)N1CCC1(C)C(=O)NCc1cc(Cl)ccc1F (stereo unspecified)
1.5 | COc1ccc(-n2nnnc2C(c2ccccc2OC(F)(F)F)N2CCN(C/C=C/c3ccccc3)CC2)cc1 (stereo unspecified)

(more compounds)
MPTP inh | compound
0.7 | CCOC(=O)N1CCN(C(=O)C[C@@H]2C[C@@]3(C(=O)OCC)CCC=C3N(Cc3ccco3)C2=O)CC1
2.5 | OC(c1ccc2c(c1)OCO2)c1ncc(-c2cccc(C(F)(F)F)c2)[nH]1 (stereo unspecified)
3.4 | CCCCC[C@H](C)N1C[C@H](COCc2ccccc2)Oc2cc(N3CCC[C@H]3CO)ccc2S1(=O)=O
-1.0 | CCOC(=O)C1(C)CCCN(C(=O)c2cccnc2)C1 (stereo unspecified)
-0.2 | C[C@H]1CN([C@@H](C)CO)C(=O)CCCn2cc(nn2)CO[C@@H]1CN(C)S(=O)(=O)c1ccc(Oc2ccccc2)nc1
-0.9 | Cc1cccc(S(=O)(=O)N(C)C[C@H]2OCc3cnnn3CCCC(=O)N([C@H](C)CO)C[C@@H]2C)c1
0.3 | C[C@@H]1CN([C@H](C)CO)C(=O)CCCn2cc(nn2)CO[C@H]1CN(C)S(=O)(=O)c1ccc(Oc2ccccc2)cc1
-0.8 | c1cc(C2OCCO2)cs1
-2.7 | COC(=O)CCCCC1=CCC2C(=O)C=C(O)C2C1 (stereo unspecified)
0.0 | CC(=O)Nc1cnc(-c2ccccc2C(C)=O)cn1
0.2 | CC1=C(C(=O)N2CCOCC2)CC(CC(=O)NC(c2ccccc2)c2ccccc2)C(=O)N1CCCN1CCCC1=O (stereo unspecified)
0.4 | CCOC(=O)N1CCN(C(=O)C[C@@H]2C[C@@]3(C(=O)OCC)CCCC=C3N(Cc3ccccc3)C2=O)CC1

In the list so far, these contain an NH in an aromatic ring.
MPTP inh | compound
-0.6 | COc1ccc(-c2nn(-c3ccccc3)cc2CNC[C@H]2O[C@@H](n3cnc4c(=O)[nH]c(N)nc43)[C@H](O)[C@@H]2O)cc1
4.9 | Cc1ccc(Cc2nc3ccccc3n2C(CCc2ccccc2)c2nc3ccccc3[nH]2)cc1 (stereo unspecified)
3.6 | COc1cccc(-c2cnc(C(O)c3cc(F)cc(Cl)c3)[nH]2)c1 (stereo unspecified)
1.5 | CC(c1nc2ccccc2[nH]1)N(C(=O)C1=NNC(=O)CC1)c1ccccc1 (stereo unspecified)
-1.2 | CCCC[C@@H]1Cc2[nH][nH]c(=O)c2[C@@H](c2ccc(Cl)cc2)O1
-0.9 | Cc1noc(C)c1C(=O)OC(C)C(=O)c1c[nH]c2ccccc12 (stereo unspecified)
0.1 | Cc1ccc(Nc2n[nH]c(=S)s2)cc1
-0.5 | COc1ccc(-c2cc(C(=O)NCc3cccc(C(F)(F)F)c3)[nH]n2)c(C)c1
0.5 | COc1ccc(OC)c(C(O)c2ncc(-c3ccc(C(F)(F)F)cc3)[nH]2)c1 (stereo unspecified)
-1.0 | Cc1cn([C@H]2C[C@H](O)[C@@H](CNCc3ccccc3)O2)c(=O)[nH]c1=O
2.5 | OC(c1ccc2c(c1)OCO2)c1ncc(-c2cccc(C(F)(F)F)c2)[nH]1 (stereo unspecified)

Assay outcomes from PubChem.

Only part of the results is shown; rates above refer to the full screens.
